From PubChem
SDO1 yeast rescue: sdo1-depleted yeast growth rescue; S. cerevisiae sdo1-depleted JHY4D growth rescue, OD600 30 h; hits give high values; pdr5 snq2 efflux-pump mutant strain; z-score at 10 µM; 0.21% of 140,000 active; AID 817;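 active = z-score above 3 at both the 24 hr and the 30 hr optical density reads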;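 also: z-score against mean and SD of all compound wells on the same plate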
Insulin prom inh: TRM-6 insulin promoter activity inhibition; AID 1273; 0.9% of 130,000 active; TRM-6 cells (human fetal islet line), insulin promoter-eGFP reporter, imaging; reporter expression induced with tamoxifen; inhibition, % at 2 µM;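 active = inhibition above the mean plus 3 SD, with well images judged a real hit on visual review, cut at about 60% in these data, passing the limit was not always enough; inconclusive = inhibition over the cutoff but images rejected on review; inactive = inhibition not above the cutoff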
SDO1 yeast rescue Rescue 24 h: also measured in SDO1 yeast rescue; calls as there; z-score; S. cerevisiae sdo1-depleted JHY4D growth rescue, OD600; measured here: growth rescue at 24 h;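 0 is the plate mean of compound wells and units are plate SD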
The depositor's hits bear a star; ? = inconclusive; . = no result given; [ ] = dose if it differs, or a comment. These rows are one share of the data (hit frequency here may not be typical).

cpd	compound	SDO1 yeast rescue	SDO1 yeast rescue Rescue 24 h	Insulin prom inh
1	COC(=O)c1c(C)oc2ccc(N(C(=O)Oc3ccccc3)S(=O)(=O)c3ccc(Cl)c([N+](=O)[O-])c3)cc12	0.73	0.54	26
2	O=C(N/N=C/c1c[nH]c2ccccc12)c1ccn(Cc2ccc(Cl)cc2)n1	0.66	-0.4	-7
3	CS(=O)(=O)N1CCN(c2ccc(NC(=O)Cc3ccccc3)cc2)CC1	-1.2	-0.95	16
4	CC(C)(C)c1cc(C(C)(C)C)cc(S(=O)(=O)CCc2ccccn2)c1	-1.4	1.6	-467
5	COc1ccc(CCN(C(=O)C(F)(F)F)C(C(=O)NC2CCCC2)c2cccs2)cc1OC (stereo unspecified)	-0.39	-1.1	8
6	COc1ccccc1NC(=O)N1CCC(c2nc3cc(C)c(C)cc3[nH]2)CC1	0.66	1.1	-13
7	Cn1c(SCC(=O)C(C)(C)C)nnc1-c1cccnc1	2.1	3.3	33
8	CCONc1ncnc2nonc12	0.65	0.03	-17
9	CCCCOC(=O)Nc1cccc(Cl)c1C	0.26	-0.07	38
10	Cc1ccc(NC(=O)Cn2c(=O)cnc3ccccc32)cc1S(=O)(=O)N(C)C	0.53	0.48	-24
11	O=C(Nc1ccc2c(c1)OCCO2)c1cccs1	0.89	0.32	33
12	COc1cc(CCN2C(=O)c3cccc4cccc(c34)C2=O)c(S(=O)(=O)NCCCO)cc1OC	0.12	-0.83	-15
13	Cn1c(=O)[nH]c(=O)c2c1nc(N(CCO)Cc1ccccc1)n2CCCc1ccccc1	-1	-0.69	.
14	Cc1sc(NC(=O)c2cccnc2)nc1-c1ccccc1	.	.	0
15	CCOC(=O)CSc1nnc(CNC(=O)c2cccc(C)c2)n1C	.	.	-21
16	Cn1c(=O)c2c(nc(Br)n2CCSc2nc3ccccc3o2)n(C)c1=O	1[8.1 µM]	1.1	-23
17	COc1ccc(-c2csc3[nH]c(=S)n(-c4ccccc4)c(=O)c23)cc1OC	0.61	0.54	-42
18	CN(C(=O)COC(=O)CNS(=O)(=O)/C=C/c1ccccc1)C1CCS(=O)(=O)C1 (stereo unspecified)	0.24	-0.22	.
19	O=C(COC(=O)C12CC3CC(CC(C3)C1)C2)N1CCN(S(=O)(=O)c2ccccc2)CC1	-1.4	-1.3	27
20	COc1ccccc1NC(=O)N1CCCC1C(=O)NC1CCCCC1 (stereo unspecified)	2.4	0.96	29

(further entries)
cpd	compound	SDO1 yeast rescue	SDO1 yeast rescue Rescue 24 h	Insulin prom inh
21	CC(C)N1C(=O)C2ON(c3ccccc3)C(c3cccs3)C2C1=O (stereo unspecified)	-1	-0.27	.
22	CCOC(=O)C1CCN(C(=O)CCS(=O)(=O)c2ccc3c(c2)CC(C)N3C(=O)CC)CC1 (stereo unspecified)	.	.	55
23	COC(=O)CNC(c1ccccc1)c1cc(Br)ccc1NS(=O)(=O)c1ccccc1 (stereo unspecified)	-1.1	-0.79	.
24	Cc1nc2ccccc2n1S(=O)(=O)N(C)C	0.17	0.19	55
25	CCOC(=O)c1ccc(N/C=C/C(=O)c2ccco2)cc1	-0.19	0.14	-3
26	O=C(Nc1cc(Cl)ccc1Cl)c1ccc(-c2ccccc2)cc1	-0.95	-1.2	54
27	COc1cc2c(cc1OC)C(c1ccc(C)o1)CC(=O)N2 (stereo unspecified)	-0.08	-0.97	14
28	CC(=O)Oc1ccc2c(=O)c(Oc3ccccc3)c(C)oc2c1OC(C)=O	0.83	0.29	17
29	Cc1ccc2c(C)c(C(=O)Nc3nnc(C)s3)oc2c1	-1.2	-1.4	.
30	CN1CCN(/C=N/C2=C(C#N)C(c3ccccc3)C3=C(CC(C)(C)CC3=O)O2)CC1 (stereo unspecified)	1.3	2.6	40
31	C1=C(c2ccccc2)CCN(c2ncnc3nc[nH]c23)C1	0.2	0.15	.
32	CCN(C(=O)COC(=O)c1ccc(OCc2c(C)noc2C)cc1)c1ccccc1	5.2	2.2	-14
33	CCOC(=O)n1c(=O)n(Cc2cccc(F)c2)c2ccccc21	.	.	-17
34	CCOC(=O)c1c(C)nc2c(c1-c1ccc(OC)c(OC)c1)C(=O)c1ccccc1-2	-0.79	-0.28	0
35	CN1Cc2cc(C(=O)c3cc(Cl)cc(CSc4ncccn4)c3O)cnc2NC1=O	0.63	1.5	.
36	Cc1ccc(OCCn2c(=O)n(C)c3ccccc32)cc1	.	.	22
37	O=[N+]([O-])c1ccc(CSc2nnc(Cc3ccccc3)n2-c2ccc(F)cc2)cc1	-0.6	-0.04	.
38	CC(=O)Nc1ccc(S(=O)(=O)NCCc2ccc(F)cc2)cc1	0.15	-0.05	9
39	CC(C)C(NC(=O)/C=C/c1ccc(F)cc1)C(C)C	-0.11	-0.24	20
40	NCCNCCNCCN	0.58	-0.08	27

Carrying on:
cpd	compound	SDO1 yeast rescue	SDO1 yeast rescue Rescue 24 h	Insulin prom inh
41	O=C(CCCNS(=O)(=O)c1cccc2nsnc12)NCCc1ccccc1	-1.2	-1.1	29
42	C=CCN1C(=O)C(CC(=O)Nc2ccccc2)SC1=Nc1ccc(S(N)(=O)=O)cc1 (stereo unspecified)	0.92	0.91	-25
43	O=S(=O)(Nc1nc2ccccc2nc1N1CCc2ccccc2C1)c1ccc(Cl)cc1	0.28	0.99	26
44	COC(=O)CSc1nc2cc(C)ccc2cc1C#N	-0.09	0.66	?
45	COc1ccccc1N1CCN(S(=O)(=O)c2cn(C)c(=O)n(C)c2=O)CC1	1.1	1.2	.
46	COc1ccc2cc3cc(C(=O)NCCN4CCc5ccccc5C4)sc3nc2c1	-1.2	-0.21	7
47	Cc1ccc(NC(=O)Nc2ncccc2C)cc1	-0.46	-1.4	24
48	O=C(Cc1ccc(Cl)cc1)Oc1cccc2cccnc12	1.6	0.69	-67
49	COc1ccc(Cl)cc1NC(=O)C1CCCN(S(=O)(=O)c2cccc3nonc23)C1 (stereo unspecified)	-0.49	-0.27	-14
50	Cc1cc2c(c(SCC(=O)NCc3ccccc3Cl)n1)C(=O)OC2	.	.	25
51	CCCCc1nc2ccccc2c(NC(=O)CN(CC)CC)c1CCC	0.54	1.4	-69
52	O=C(CN1CCCc2ccccc21)NCc1ccccc1Cl	-0.93	-0.88	-9
53	O=C(Cc1ccc2c(c1)CCCC2)Nc1ccccc1Br	-1.2	-0.85	-50
54	O=C(OCN1C(=O)c2ccccc2C1=O)/C(=C\c1ccco1)NC(=O)c1ccccc1	0.69	0.49	17
55	CC(=O)Nc1ccc(S(=O)(=O)Nc2ccc(C)c([N+](=O)[O-])c2)cc1	.	.	27
56	Cn1c(=O)n(C)c2cc(S(=O)(=O)N3CCCc4ccccc43)ccc21	-0.87	-0.42	-40
57	Cc1cc(C)nc(-n2c(Nc3ccccc3)cc(=O)c3c(C)n(-c4ccccc4)c(=O)nc32)n1	.	.	?
58	COc1ccc(NC(=O)C(C)NS(=O)(=O)c2ccc(NC(C)=O)cc2)cc1Cl (stereo unspecified)	0.19	0.24	-52
59	CCN(C(=O)COC(=O)c1cc(-c2cccs2)nc2ccccc12)C1CCS(=O)(=O)C1 (stereo unspecified)	.	.	0
60	COc1ccc(C(=O)NCc2nnc(SC)n2C2CCCCC2)cc1	-0.95	-0.74	.

Remaining list, next part.
cpd	compound	SDO1 yeast rescue	SDO1 yeast rescue Rescue 24 h	Insulin prom inh
61	COCc1cc(C)nc2sc(C(=O)N3CCCC3)c(N)c12	-0.41	-0.96	46
62	CN(c1ccccc1)S(=O)(=O)c1ccc(C(=O)Nc2nnc(C3CC3)o2)cc1	.	.	0
63	CCC1=NC(c2ccccc2OC)N(O)C1(C)C (stereo unspecified)	0.55	0.39	28
64	COc1ccccc1NC(=O)CSc1c2c(nc3ccccc13)CCC2	-1.1	-0.78	48
65	COc1cc(C(=O)NCCC(=O)NCCc2ccc(Cl)cc2)cc(OC)c1OC	-0.69	-0.89	36
66	NS(=O)(=O)c1cccc(NC(=O)COC(=O)/C(=C/c2cccs2)c2cccs2)c1	-0.07	-0.05	22
67	S=C1NC(c2ccccc2)=NCN1c1ccc(Cl)cc1	-0.88	-0.89	-19
68	COc1cc(NS(=O)(=O)c2ccc(NC(C)=O)cc2)cc(OC)c1	1.6	1.1	-73
69	O=C(CN1C(=O)NC2(CCCCCCC2)C1=O)N1CCc2ccccc2C1	-0.14	-0.11	5
70	C/C(=N\Nc1ccc([N+](=O)[O-])cc1)c1ccco1	-0.68	-0.26	-31
71	O=C(Nc1cccn(Cc2cccc(F)c2)c1=O)NC1CCCCC1	.	.	0
72	COc1cc(CNc2ccc(NC(C)=O)cc2)ccc1OCc1ccccc1C	.	.	-114
73	Cc1ccnc(SCC(=O)N2CCc3ccccc3C2)n1	.	.	0
74	CCn1c(=O)n(CC(=O)NCc2ccccc2OC)c(=O)c2ccccc21	1.3	2.3	31
75	Cc1cc(/C=N/O)c(C)n1-c1ccccc1	0.82	1.4	-17
76	COc1ccc2c(c1)C(=NO)c1cc(OC)ccc1-2	-2.9	-2.2	.
77	COc1cccc(CC2CC(=O)N(CCc3ccc4c(c3)OCO4)C2=O)c1 (stereo unspecified)	5.3*	3.1*	28
78	C/C(=N/Oc1nc(C)cc(C)n1)c1ccccc1	0.89	0.73	-34
79	Cc1cc(C(=O)CSc2nnc(-c3cccc(F)c3)n2N)c(C)n1Cc1ccc2c(c1)OCO2	-0.32	-0.32	.
80	COc1ccc(Oc2ccccc2C#N)cc1	.	.	40

More records follow:
cpd	compound	SDO1 yeast rescue	SDO1 yeast rescue Rescue 24 h	Insulin prom inh
81	COc1ccc(NC(=O)CSc2nc3c(c(=O)n2-c2ccc(F)cc2)SCC3)c(OC)c1	-1	-0.61	54
82	Cc1nn(C)cc1-c1n[nH]c(=S)n1-c1ccc(Cl)cc1	0.47	-1.3	58
83	CCOc1ccc(CNCCNC(=O)c2nonc2N)cc1	.	.	-36
84	COc1cccc(/C=N/Nc2snc(SC)c2C#N)c1O	0.61	2.6	0
85	Cc1nc(NCCO)c2nnn(Cc3ccccc3F)c2n1	0.33	0.12	.
86	CC1(C)OC(c2ccccc2)=C/C(=C/C=N/NC(=O)c2ccncc2)O1	.	.	-8
87	CCOc1ccc(Br)cc1CNCCN1CCOCC1	0.26	-1.1	29
88	CSc1ccccc1C(=O)NCc1ccc2c(c1)OCO2	0.26	0.08	17
89	O=C(Nc1ccc(C(F)(F)F)cc1)C1CCCN1S(=O)(=O)c1cccc2cccnc12 (stereo unspecified)	-0.96	-0.55	.
90	Cc1ccccc1C(=O)Oc1cc(N)n(S(C)(=O)=O)n1	.	.	28
91	Cc1ccc(C(=O)Nc2ccccc2SCC2CSc3nc4ccccc4c(=O)n32)cc1 (stereo unspecified)	0.43	0.27	2
92	COc1cc(C(=O)Nc2ccccc2N2CCOCC2)ccc1OCc1c(C)noc1C	-0.68	-0.66	7
93	Cc1sc2nc(CSc3ccccc3)nc(N3CCOCC3)c2c1C	-0.2	-0.01	26
94	Cc1onc(C(=O)NC(C)c2ccccc2)c1[N+](=O)[O-] (stereo unspecified)	.	.	6
95	Cc1ccc([N+](=O)[O-])cc1NC(=O)C(C)N1CCCCC1 (stereo unspecified)	.	.	-75
96	COc1cccc(-c2nnn(CC(=O)O)n2)c1	0.02	-0.55	-21
97	O=C(Nc1ccc(C(=O)N2CCCC2)cc1)c1ccc2c(c1)OCO2	1.2	1.5	23
98	CC1(C)Cc2ccccc2-c2nnc(-c3ccccn3)n21	1.8	2.4	7
99	COc1ccc(COc2cc(-c3cccc(OC)c3)nc3ccc(NC(=O)c4ccc(Cl)cc4)cc23)cc1	-0.57	-0.06	20
100	Cc1[nH]c2ccccc2c1C(=O)NS(=O)(=O)Nc1ccc(F)cc1	.	.	-13

Laid out differently: entries from further up.
50. Cc1cc2c(c(SCC(=O)NCc3ccccc3Cl)n1)C(=O)OC2
  SDO1 yeast rescue: . | SDO1 yeast rescue Rescue 24 h: . | Insulin prom inh: 25

51. CCCCc1nc2ccccc2c(NC(=O)CN(CC)CC)c1CCC
  SDO1 yeast rescue: 0.54 | SDO1 yeast rescue Rescue 24 h: 1.4 | Insulin prom inh: -69

52. O=C(CN1CCCc2ccccc21)NCc1ccccc1Cl
  SDO1 yeast rescue: -0.93 | SDO1 yeast rescue Rescue 24 h: -0.88 | Insulin prom inh: -9

The main list resumes, repeating the two entries before the break.
cpd	compound	SDO1 yeast rescue	SDO1 yeast rescue Rescue 24 h	Insulin prom inh
99	COc1ccc(COc2cc(-c3cccc(OC)c3)nc3ccc(NC(=O)c4ccc(Cl)cc4)cc23)cc1	-0.57	-0.06	20
100	Cc1[nH]c2ccccc2c1C(=O)NS(=O)(=O)Nc1ccc(F)cc1	.	.	-13
101	COc1ccccc1Nc1ccc(C(=O)NC2CCCCC2)cn1	0.28	0.02	21
102	CCCn1c(CN2CCN(c3cccc(Cl)c3)CC2)nc2c1c(=O)n(C)c(=O)n2C	-0.78	-0.92	.
103	COc1ccccc1C(=O)NCc1ccc(-c2nc3ccccc3s2)cc1	-0.34	-0.31	.
104	O=C(NN1C(=O)c2ccccc2C1=O)C1CCCCC1	0.24	0.18	-43
105	C/C(=N\Nc1ccc(Cl)c(Cl)c1)c1ccc(-n2ccnc2)cc1	-1.4	-0.72	5
106	Cc1ccc(-n2c(SCC(=O)Nc3cccc(S(N)(=O)=O)c3)nc3ccccc32)cc1	-0.53	-0.53	6
107	COc1ccc(-c2nnc(SCC(=O)N3CCCc4ccccc43)o2)cc1OC	-0.59	-0.41	-100
108	COc1cc(/C=C/C(=O)O)cc(S(=O)(=O)N2CCc3ccccc3C2)c1OC	.	.	27
109	c1ccc(-c2nc3ccccc3o2)nc1	1.6	2	12
110	O=C(NCCc1c[nH]c2ccccc12)c1ccc(S(=O)(=O)NCc2ccco2)cc1	0.47	0.48	.
111	Cc1ccc(-n2c(SCC(=O)Nc3ccc4c(c3)OCO4)nnc2-c2ccccn2)cc1	-1.4	-1.4	6
112	CCCCNC(=O)CCNS(=O)(=O)c1ccc(Br)cc1	0.38	-1	18
